Screening results (PubChem)
RGS7-Gao – regulators of human RGS7-Galphao interaction | 220,000 compounds, 0.35% hits | P09471 | Multiplexed bead flow cytometry, RGS7-Galphao binding; actives lie on both sides | AID 1439 | binding response (% of control), % at 10 µM; in the data active = binding response below about 49% or above about 150%; inconclusive = no clear call, values can overlap the other calls; inactive = in between;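 note: fluorescent Galphao held in activated GDP-AlF4 state binding bead-coupled RGS7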
ABCG2 inh – blocks JC-1 efflux by human ABCG2 transporter; IgMXP3 cells, flow cytometry; inhibition, % at 6.6 µM; 190,000 compounds, 0.1% hits; AID 1325;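 active = inhibition above 80%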;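 note: 0% = DMSO and 100% = nicardipine control wells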
Target sequence (Q9UNQ0 whole entry, looked up): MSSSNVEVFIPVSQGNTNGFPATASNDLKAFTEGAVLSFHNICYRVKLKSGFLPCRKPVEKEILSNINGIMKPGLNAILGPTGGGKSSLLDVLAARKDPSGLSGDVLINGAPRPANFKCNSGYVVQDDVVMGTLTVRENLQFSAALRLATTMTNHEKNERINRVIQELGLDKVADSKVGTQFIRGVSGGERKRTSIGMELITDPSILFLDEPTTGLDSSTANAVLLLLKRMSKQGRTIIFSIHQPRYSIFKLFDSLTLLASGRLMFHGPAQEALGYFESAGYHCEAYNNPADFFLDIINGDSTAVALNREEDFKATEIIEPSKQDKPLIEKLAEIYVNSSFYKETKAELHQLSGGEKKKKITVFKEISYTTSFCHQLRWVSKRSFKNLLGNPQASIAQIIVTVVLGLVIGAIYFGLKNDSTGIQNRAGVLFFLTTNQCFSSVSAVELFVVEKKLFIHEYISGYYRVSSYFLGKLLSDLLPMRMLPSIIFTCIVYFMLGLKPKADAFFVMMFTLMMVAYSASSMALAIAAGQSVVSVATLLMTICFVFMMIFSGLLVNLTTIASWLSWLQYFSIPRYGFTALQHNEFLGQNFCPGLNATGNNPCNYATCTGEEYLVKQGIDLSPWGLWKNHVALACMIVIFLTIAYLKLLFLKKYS
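System: two drug-resistant human cell lines, ABCG2 and ABCB1; controls: nicardipine high and DMSO low controls; times: 10 min exposure at 25 °C with rotation, no wash; detection: flow cytometry of retained JC-1 fluorescence; read-out basis: percent efflux inhibition, scaled nicardipine 100% to DMSO 0%; doses: one concentration, 6.6 µM final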
GSH fluor – GSH bead compound fluorescence profile; fluorescence (KMESF) at 10 µM; 190,000 compounds, 0.25% hits; AID 1776; GSH beads flow cytometry, compound fluorescence 488/530 nm; hits give high values; in the data active = fluorescence above about 89;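 note: glutathione beads carrying GST-tagged Bcl family fusion proteins plus one bare bead set; values are compound well signal with DMSO vehicle wells as background; inactives centre near 16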
Mcl-1 Bim block – inhibitors of Bim-Mcl-1 interaction, human; 190,000 compounds, 0.1% hits; Q07820; AID 1009; Bead-based flow cytometry, Bim peptide-Mcl-1 binding; inhibition, % at 10 µM; in the data active = inhibition above about 40%;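 note: 0% = no compound tracer wells and 100% = peptide blocker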
Target sequence (Q07820 whole entry, looked up): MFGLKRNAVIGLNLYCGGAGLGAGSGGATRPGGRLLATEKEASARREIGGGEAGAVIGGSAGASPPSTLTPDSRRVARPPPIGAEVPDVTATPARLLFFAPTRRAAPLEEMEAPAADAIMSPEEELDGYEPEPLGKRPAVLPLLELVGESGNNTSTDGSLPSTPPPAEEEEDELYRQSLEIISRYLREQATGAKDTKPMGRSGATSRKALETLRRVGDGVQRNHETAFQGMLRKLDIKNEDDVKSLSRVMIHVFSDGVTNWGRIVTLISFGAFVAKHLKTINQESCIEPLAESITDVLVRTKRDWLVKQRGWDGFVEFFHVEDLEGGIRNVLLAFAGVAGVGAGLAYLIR
Mcl1-Noxa inh – disrupts binding of human Mcl-1 to Noxa peptide. Q07820. TR-FRET Mcl-1/Noxa peptide binding, 2 h. inhibition, % at 21.7 µM. 220,000 compounds, 1.5% hits. AID 1022;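 active = compounds that cut the protein-peptide binding signal by more than 50% relative to plate controls in a single-dose test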;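 note: His-tagged Mcl-1 with rhodamine Noxa BH3 peptide and terbium anti-His antibody; 0% = Mcl-1 plus Noxa peptide wells and 100% = peptide-only wells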
RGS8-Gao reg – modulates binding of RGS8 to human Galphao; multiplexed bead flow cytometry; actives lie on both sides; response (percent of control binding), % at 10 µM; 220,000 compounds, 0.34% hits; AID 1423; in the data active = response below about 60% or above about 140%; inactive = in between;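 note: Galphao activated as the GDP aluminium fluoride complex binding bead-coupled RGS8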
RGS4-Gao reg – human RGS4-Galphao interaction regulation; P09471; Multiplexed bead flow cytometry, RGS4-Galphao binding; actives lie on both sides; binding response (% of control), % at 10 µM; 220,000 compounds, 0.33% hits; AID 1415; in the data active = binding response below about 49% or above about 150%; inactive = in between;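 note: fluorescent Galphao activated with aluminum fluoride binding bead-coupled RGS4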
Pf gametocyte – kills late stage P. falciparum gametocytes | P. falciparum stage V gametocytes, ATP luminescence, 24 h | inhibition, % at 10.9 µM | 150,000 compounds, 0.065% hits | AID 743093;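 active = inhibition above the mean plus 3 SD of compounds within the control limits, set per campaign, cut at about 38% in these data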;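 note: 0% = DMSO wells and 100% = medium only without gametocytes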
Mcl1-Bid inh – Mcl-1/Bid interaction inhibition; 220,000 compounds, 0.97% hits; TR-FRET Mcl-1/Bid-Dy647 peptide binding, 1536-well; inhibition, % at 21.7 µM; Q07820; AID 1021;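 active = compounds that cut the binding signal by more than half at the single screening dose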;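 note: His-tagged Mcl-1 with europium anti-His antibody binding Bid BH3 peptide; 0% = Mcl-1 plus peptide wells and 100% = peptide-only wells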
Avidin fluor – avidin bead compound fluorescence profile; Avidin beads, compound fluorescence 488/530 nm, flow cytometry; hits give high values; fluorescence (KMESF) at 10 µM; 220,000 compounds, 0.38% hits; in the data active = fluorescence above about 47; note: inactives centre near 10
ABCB1 block – blocks JC-1 efflux by human ABCB1 transporter. inhibition, % at 6.6 µM. AID 1326. CCRF-Adr cells, flow cytometry. 190,000 compounds, 0.067% hits. P08183; in the data active = inhibition above about 40%;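 note: 0% = vehicle and 100% = reference inhibitor; higher value means more JC-1 retained so stronger ABCB1 efflux block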
* = called active by the depositor; u = inconclusive; x = no result given; [ ] = another dose, or the depositor's remark. The order is random. Share with any hit: about 3.3%.

SMILES	RGS7-Gao	ABCG2 inh	GSH fluor	Mcl-1 Bim block	Mcl1-Noxa inh	RGS8-Gao reg	RGS4-Gao reg	Pf gametocyte	Mcl1-Bid inh	Avidin fluor	ABCB1 block
COC(=O)C(C(=O)Nc1cccc(C)n1)C1CCCCCC1 (centres undefined)	102	3	24	-2	10	100	100	-10	-4	32	1.1
COc1ccc(/C(C)=N/OCC(=O)Nc2nc3ccccc3s2)cc1OC	104	4	13	-6	6	101	101	-12	-52	3	0.5
O=C(CSCc1ccc(Cl)cc1)Nc1ccc2c(c1)OCCO2	106	3	6	-1	26	100	109	-7	-14	17	0.1
CC1CCC(=NNc2ccc(C(F)(F)F)cc2[N+](=O)[O-])CC1 (centres undefined)	108	16	12	1	-4	105	101	x	-1	8	0.7
CCOCc1nnc(NC(=O)C2c3ccccc3Oc3ccccc32)s1	95	9	19	0	1	97	97	27	-6	9	0.6
COc1ccc(C2=NN(CN3C(=O)C(=O)c4ccccc43)C(c3ccc(C)cc3)C2)cc1 (centres undefined)	95	2	6	0	-7	96	97	1	-34	6	0.8
COc1ccc(/C(O)=C2/C(=O)C(=O)N(c3ncccn3)C2c2ccc(OC)cc2)cc1 (centres undefined)	104	19	23	4	27	108	100	-12	4	6	0.1
COC(=O)c1ccc(CNC(=O)CSc2nc3sc(C)c(C)c3c(=O)n2C)o1	99	11	26	1	1	99	94	31	14	3	1.2
C#CCOCCOCCOCCNc1nc(N2CCN(C(=O)[C@H](CCCCN)n3cc(C(N)CO)nn3)CC2)nc(N2CCN(C(=O)[C@H](CCC(=O)O)n3cc(C(N)Cc4ccc(O)cc4)nn3)CC2)n1 (some centres undefined)	u	x	x	x	-7	100	98	x	-24	9	x
COc1ccc(S(=O)(=O)Nc2ccc(O)c(Sc3nc4ccccc4s3)c2)cc1	112	-3	6	-6	22	117	108	5	-46	13	-1.1
CC(C)C(=O)N1CCN(c2ccc([N+](=O)[O-])c(NC(C)c3ccccc3)c2)CC1 (centres undefined)	102	22	14	0	12	98	98	11	-4	12	9.1
O=C(CCCc1nc(-c2ccc(Cl)cc2)no1)Nc1cccnc1	104	2	30	-1	-11	107	103	-5	-19	7	0.1
CC1=C(OC(=O)C(C)(C)C)C(C)(C)C(c2ccccc2)OC1=O (centres undefined)	97	3	7	-5	18	99	98	-2	-13	15	1.0
COc1ccccc1OCCCCN1CCN(C(c2ccccc2)c2ccccc2)CC1	101	10	4	-3	14	105	102	x	-17	14	28
CC(=O)C1=C(C)NC(SCC(=O)c2ccc(C)cc2)=C(C#N)C1c1ccco1 (centres undefined)	107	4	23	0	21	99	104	x	-16	18	1.9
CCCCOc1ccc(C(=O)NN2CCN(C)CC2)cc1	98	6	16	0	23	102	98	-5	-22	14	0.1
Oc1ccc(C2=NNC(=NCc3ccc4c(c3)OCO4)SC2)c(O)c1	100	0	15	-4	39	87	76	-13	-25	14	-0.3
O=C(NCCCCc1ccccc1)C1CC(c2ccccc2C(F)(F)F)=NO1 (centres undefined)	u	x	x	x	-3	97	92	-8	-23	9	x
COC(=O)c1c(-c2cccnc2)csc1NC(=O)c1cc(C)on1	104	7	22	-3	58*	98	99	x	-8	17	1.4
CC1(C)CC(=O)C2=C(C1)Nc1[nH]c(=S)[nH]c(=O)c1C2c1ccccc1 (centres undefined)	91	-3	15	0	25	98	91	x	-42	10	-0.6
Clc1ccc(C2NCCc3sccc32)cc1 (centres undefined)	105	0	26	0	19	105	101	5	-23	10	-0.2
COc1ccc2oc(C)c(C(=O)Cn3ccnc3)c2c1	97	3	38	-2	13	100	98	x	-17	8	-0.1
COC(=O)c1cn(NC(=O)/C=C/c2ccc(OC)c(OC)c2)c(=O)c2ccccc12	97	8	11	-6	2	100	98	5	15	11	0.5
CC(=O)CCc1oc2ccc(C)cc2c1-c1ccccc1	u	x	x	x	-12	106	110	-12	9	4	x
COc1cccc(S(=O)(=O)N2CCN(C(=O)c3ccco3)CC2)c1	100	-1	26	1	6	98	95	x	-8	9	1.0
CC(C)c1ccc(N(C(=O)c2csnn2)C(C(=O)NC(C)(C)C)c2ccncc2)cc1 (centres undefined)	92	-1	21	0	-3	90	79	x	-41	8	-0.4
COCc1n[nH]c(=S)n1-c1cccc2ccccc12	102	16	28	-4	20	102	101	-9	-6	11	3.7
Cc1nc2c(oc3ccc(Cl)cc32)c(=O)[nH]1	u	x	x	x	-6	102	100	12	-28	6	x
COC(=O)c1ccc(CSc2nnc(CNC(=O)c3ccc(OC)cc3)o2)o1	101	9	23	-4	16	100	100	x	-16	13	-1.1
COC(=O)c1[nH]c2ccc(C)cc2c1NC(=O)CN1CCN(Cc2ccccc2)CC1	101	2	11	0	17	100	101	-6	-9	10	0.8
Cc1cc(NC(NC(=O)c2ccco2)(C(F)(F)F)C(F)(F)F)no1	101	-1	39	1	3	100	97	-24	-7	8	0.8
COCCNC(=O)CCc1ccc(S(=O)(=O)Nc2ccc(C)cc2)cc1	95	3	13	-1	13	99	101	14	-17	10	1.0
Cc1nc2cc(C(=O)OCC(=O)N(CC(C)C)C3CCS(=O)(=O)C3)ccc2n1-c1ccccc1 (centres undefined)	101	4	14	5	12	102	99	x	-12	31	0.4
CC(C)CCOC(=O)C1[C@H]2C(=O)N(Cc3cccs3)C[C@]23C=C[C@H]1O3 (some centres undefined)	98	2	29	-2	11	99	99	x	0	6	-1.4
O=C(COC(=O)/C=C/c1cccc(F)c1)Nc1ncccn1	u	x	x	x	49	106	112	11	-30	8	x
Cc1cc(C)c(NC(=O)COc2nncc3ccccc23)c(C)c1	99	1	11	-4	-7	99	101	-11	3	13	0.7
O=C(Nc1cccc(C(=O)N2CCOCC2)c1)c1ncn[nH]1	100	1	18	-3	5	101	100	x	-27	8	0.2
CC(=O)Nc1cccc(OCCCOc2ccc([N+](=O)[O-])cc2)c1	u	x	x	x	-12	103	98	x	-9	7	x
Cc1cc(NC(=O)CCC(=O)N(CC(=O)NCC2CCCO2)c2ccccc2C)no1 (centres undefined)	100	1	18	-3	-1	102	106	x	-4	22	0.1
O=C1OCC/C1=C\c1ccc(O)cc1	u	x	x	x	0	101	100	x	-35	6	x
Cc1cccc(C(=O)NC(NCCc2ccccc2)C(Cl)(Cl)Cl)c1 (centres undefined)	112	2	4	0	2	100	115	x	-12	16	0.8
O=C(CC1C(=O)NCCN1C(=O)Nc1ccc(F)cc1)Nc1ccc(F)cc1 (centres undefined)	u	x	x	x	11	96	91	0	-10	6	x
O=c1cc(O)c2c(=O)n(-c3ccccc3)c3c(c2o1)CCCCC3	98	7	5	-2	-20	100	103	11	-46	14	2.0
Cc1nc(Sc2ccc(Br)cc2)c(C#N)c(C)c1[N+](=O)[O-]	u	x	x	x	-1	97	102	-2	4	6	x
Cc1c(-c2ccc(Br)cc2)[n+](=O)c2c(n1[O-])CCCC2	u	1	17	0	3	101	102	-7	-53	11	0.0

As a short view, 2 of the compounds above.
SMILES	RGS7-Gao	ABCG2 inh	GSH fluor	Mcl-1 Bim block	Mcl1-Noxa inh	RGS8-Gao reg	RGS4-Gao reg	Pf gametocyte	Mcl1-Bid inh	Avidin fluor	ABCB1 block
O=C1OCC/C1=C\c1ccc(O)cc1	u	x	x	x	0	101	100	x	-35	6	x
Cc1cccc(C(=O)NC(NCCc2ccccc2)C(Cl)(Cl)Cl)c1 (centres undefined)	112	2	4	0	2	100	115	x	-12	16	0.8

New compounds follow.
SMILES	RGS7-Gao	ABCG2 inh	GSH fluor	Mcl-1 Bim block	Mcl1-Noxa inh	RGS8-Gao reg	RGS4-Gao reg	Pf gametocyte	Mcl1-Bid inh	Avidin fluor	ABCB1 block
COC(=O)C1=C(C)N(C)C(C)=C(C(=O)OC)C1c1cccc(Br)c1	102	1	266*	-3	-8	101	103	-28	-70	7	0.6
COc1ccc(OC)c(C2C(C#N)=C(N)Oc3cc(N)ccc32)c1 (centres undefined)	103	-1	25	0	7	101	103	4	-29	37	-0.3
CC(C)OC(=O)CC(NC(=O)OC(C)(C)C)c1ccccc1 (centres undefined)	94	0	17	-2	15	77	90	x	0	6	-0.1
O=[N+]([O-])c1cc(-c2nc(-c3ccncc3)no2)cc([N+](=O)[O-])c1	99	1	12	-5	-9	97	98	x	-6	2	0.4
Cc1ccsc1/C=N/NC(=S)NCCc1ccccc1	u	0	14	-3	-57	103	105	0	-98	10	-0.1
Cc1cc(SCC(=O)N(C)c2c(N)n(Cc3ccccc3)c(=O)[nH]c2=O)nc2ccccc12	105	1	14	0	17	97	103	22	-58	6	0.1
COc1ccc(C(=O)NNC(=S)NC(=O)c2ccco2)cc1	108	1	8	0	-65	101	105	16	-186	16	-0.4
CC(C)CNC(=O)COc1ncnc2ccccc12	101	0	30	1	18	100	103	x	-10	11	0.3
CCN1CCN(CCNC(=O)c2ccc(CS(=O)(=O)c3c(Cl)cccc3Cl)o2)CC1	103	1	24	-1	23	101	101	x	-12	7	0.2
S=c1[nH]nc(-c2ccc(Br)cc2)n1Cc1ccco1	99	-1	16	0	9	95	98	-19	-14	8	-0.2
CN(C(=O)COc1ncnc2c1cnn2-c1ccccc1)C1CCCCC1	u	4	16	-2	-2	102	104	x	1	9	0.4
Cn1ncc(C#N)c1/N=C/N1CCCCCC1	98	0	17	-2	0	101	99	12	-10	10	0.1
Cc1ccc(C(=O)N[C@@H](C)CN2C3=NC[C@H](C)N3C[C@H]2Cc2ccc(O)cc2)cc1Br	u	x	x	x	14	98	97	x	-36	8	x
O=c1[nH]cnc2c1sc1nc(-c3ccccc3)c3c(c12)CCCC3	92	41	10	0	-31	96	93	-3	-14	19	0.0
COc1ccc(/C=C2\SC(=O)NC2=S)cc1OC	119	-9	7	23	64*	123	106	3	-63	11	-1.6
NC(=O)COC(=O)CC1CC2CCC1C2 (centres undefined)	96	3	10	0	15	100	98	-3	-19	9	0.0
COc1cc2[nH]c(=O)n(Cc3ccccc3Cl)c(=O)c2cc1OC	104	7	11	-2	-17	95	90	x	-1	29	0.7
CCCOP(=O)(OCCC)C(Nc1cccc(C(F)(F)F)c1)c1ccc(C)cc1 (centres undefined)	98	4	19	1	x	100	100	x	-15	10	1.0
CCCCN(CC)C(=O)Cn1ncc2c1-c1cc(C)ccc1OC2	96	0	23	-1	9	99	100	x	-3	8	-2.3
COCCCNC(=O)/C=C/c1cccc(Cl)c1	96	3	16	-4	-9	100	100	6	-14	8	0.5
Cn1c(SCc2cc(=O)[nH]c3ccccc23)nnc1-c1ccco1	101	7	39	-2	22	100	104	x	22	17	0.5
CN1CCc2c(OCC(=O)N3CCCc4ccccc43)cccc2C1=O	98	7	13	1	10	97	99	-15	-3	11	1.2
Cc1c(N2C(=O)CSC2c2ccc([N+](=O)[O-])cc2)c(=O)n(-c2ccccc2)n1C (centres undefined)	u	x	x	x	-3	115	164*[activator]	13	-22	43	x
COc1ccc(N=Cc2c(C)[nH][nH]c2=O)cc1	u	10	9	0	6	102	100	-9	-37	12	2.4
